Cy5 interf NS3h: Cy5 fluorescence quenchers or enhancers, artefact control for HCV NS3 helicase inhibitor project, biochemical, ChemBridge library, Cy5 readout; Cy5-dT15 DNA with NS3h, fluorescence interference; actives lie on both sides; signal over control mean, under 1 quenches; fluorescence interference ratio at 100 µM; hit rate 6% among 16,000;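 active means compound fluorescence over control fluorescence at most 0.8, a quencher, or at least a set upper limit, an enhancer; inactive means ratio between 0.8 and the set upper limit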
HCV NS3h FP: HCV NS3 helicase inhibitors, primary screen, biochemical, fluorescence polarization, ChemBridge library | Hepatitis C virus NS3 helicase | NS3h Cy5-dT15 DNA binding | inhibition, % at 100 µM | hit rate 1.6% among 16,000;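 active means inhibition above the average over every tested compound plus 3 SD, cut at about 40% in these data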
An asterisk follows results filed as active. Compounds as they come. Share with any hit: about 7%.

Preview (4 entries):
SMILES	Cy5 interf NS3h	HCV NS3h FP
CC(=O)c1ccc(NC(=O)CSC(N)=O)cc1	0.95	9
C=CCc1ccccc1OCCOc1ccc(Cl)cc1/C=C1/SC(=S)N(C)C1=O	1.1	0
O=C(NC(=S)Nc1cc(Cl)ccc1Cl)c1ccco1	1.1	-1
CCc1ccc(NS(=O)(=O)c2ccc(NC(C)=O)cc2)cc1	1	6

This part in full, previewed entries included:
SMILES	Cy5 interf NS3h	HCV NS3h FP
CC(=O)c1ccc(NC(=O)CSC(N)=O)cc1	0.95	9
C=CCc1ccccc1OCCOc1ccc(Cl)cc1/C=C1/SC(=S)N(C)C1=O	1.1	0
O=C(NC(=S)Nc1cc(Cl)ccc1Cl)c1ccco1	1.1	-1
CCc1ccc(NS(=O)(=O)c2ccc(NC(C)=O)cc2)cc1	1	6
O=C(Nc1sc2c(c1C(=O)N1CCCCC1)CCCCC2)c1ccncc1	0.95	-12
CCOc1ccc(/C=C2\SC(=S)N(Cc3ccccc3)C2=O)c(OCC)c1	1.1	10
COc1cccc(/C=C2/SC(N)=NC2=O)c1	1.3*	53*
COc1ccc(NC(=O)CSc2nc3ccccc3[nH]2)c(OC)c1	0.71*	10
COc1cc(/C=C(\C#N)C(=O)NCC2CCCO2)cc(OC)c1OC (stereo not drawn)	1.1	-3
O=C(/C=C/c1cccc(N2C(=O)c3ccccc3C2=O)c1)c1cccc(N2C(=O)c3ccccc3C2=O)c1	1.2	8
CCOC(=O)C1=C(C)N=C2SCCC(=O)N2C1c1ccc(Br)cc1 (stereo not drawn)	1.1	-2
COCCOC(=O)c1c(C)oc2ccc(OC(=O)c3ccccc3OC)cc12	0.89	15
O=C(Nc1ccc(NC(=O)c2cccs2)cc1)c1ccccc1	0.94	18
O=C(Nc1ccc2c(c1)OCO2)c1ccco1	1	2
COc1ccc(C(=O)Nc2ccccc2C(=O)NCCC(=O)Nc2ccccc2)cc1	0.81	-28
O=C(NCc1cccs1)c1nn2c(c1Cl)NC(c1ccccc1)CC2C(F)(F)F (stereo not drawn)	1	13
COc1ccc(CN2C(=O)NC(=O)/C(=C\C=C\c3ccccc3)C2=O)cc1	1.9*	-27
CCCC(=O)NS(=O)(=O)c1ccc(NC(=O)c2ccccc2Cl)cc1	1	-1
COc1ccccc1C1(O)CC(c2ccc(C)cc2)NC(c2ccc(C)cc2)C1C (stereo not drawn)	0.98	-18
CC(=O)Nc1ccc(S(=O)(=O)NN2C(=O)c3ccccc3C2=O)cc1	1.1	1
CC1=NN(c2ccc(C(=O)O)cc2)C(=O)/C1=C\c1ccc(-c2cccc(C(=O)O)c2)o1	1	31
CCOC(=O)C1=C(O)/C(=C/c2ccc(OC)c(OC)c2)SC1=Nc1ccc([N+](=O)[O-])cc1	0.99	-37
COc1ccc(Cl)cc1N(CC(=O)NCC(C)C)S(=O)(=O)c1ccc(C)c([N+](=O)[O-])c1	0.71*	19
COc1ccc(NC2(c3ccccc3)OC(=O)c3ccccc32)cc1 (stereo not drawn)	1	14
COCCOC(=O)c1c(C)oc2ccc(OC(=O)N3CCOCC3)cc12	0.94	22
COC(=O)c1ccc(Nc2nnc(-c3ccc(C(=O)NCCO)cc3)c3ccccc23)cc1	1.1	-3
Cc1ccc(OCCNC(=O)c2cccc3ccccc23)cc1C	0.99	12
CCCC(=O)NS(=O)(=O)c1ccc(NC(=O)c2ccccc2)cc1	1	5
CCN1C(=O)/C(=C\c2ccc(O)c(OC)c2)SC1=S	0.95	4
Cc1cccc(NC(=O)CSC(N)=O)c1C	0.95	10

Rewritten with two lines to a compound: entries from further up.
Under each structure – Cy5 interf NS3h, HCV NS3h FP
> COC(=O)c1ccc(Nc2nnc(-c3ccc(C(=O)NCCO)cc3)c3ccccc23)cc1
    1.1, -3
> Cc1ccc(OCCNC(=O)c2cccc3ccccc23)cc1C
    0.99, 12
> CCCC(=O)NS(=O)(=O)c1ccc(NC(=O)c2ccccc2)cc1
    1, 5
> CCN1C(=O)/C(=C\c2ccc(O)c(OC)c2)SC1=S
    0.95, 4

(further entries)
SMILES	Cy5 interf NS3h	HCV NS3h FP
COc1cccc(CN2CCN(Cc3cccc4ccccc34)CC2)c1	0.97	-12
O=C(O)CP(=O)(c1ccccc1)c1ccccc1	1.1	-5
CC(C)N(C(=O)c1ccc(C(=O)N(C(C)C)C(C)C)cc1)C(C)C	1	-1
O=C(NC(c1ccccc1)c1ccccc1)c1ccc([N+](=O)[O-])cc1Cl	1	15
O=C(NC(C(Cl)(Cl)Cl)S(=O)(=O)c1ccccc1)c1ccccc1 (stereo not drawn)	0.85	-16
CCOc1cc(C(=S)N2CCOCC2)cc(Br)c1O	0.72*	21
CCOc1ccc(C(=O)Nc2cc(-c3nc4ccccc4o3)ccc2C)cc1[N+](=O)[O-]	0.94	2
O=C(NC(=S)Nc1cccc2ccccc12)c1ccco1	0.92	12
Cc1ccc(NC(=O)C(=O)NCCN2CCN(S(C)(=O)=O)CC2)cc1	0.96	9
C=CCOC(=O)C1=C(C)NC(C)=C(C(=O)OCC=C)C1/C=C/c1ccccc1	0.89	12
O=[N+]([O-])c1ccc(N2CCN(S(=O)(=O)c3ccc(Cl)cc3)CC2)cc1NCc1ccccc1	0.93	8
Cc1ccc(-c2noc(C3CCCCC3)n2)cc1	1	9
CCO/C(C)=C1\C(=O)N(CC)c2ccccc21	0.94	4
O=C(Nc1ccc(Br)cc1)c1ccc([N+](=O)[O-])cc1	1	24
CCOC(=O)c1c(C)nc2ccc(Cl)cc2c1-c1ccccc1	0.96	7
Cc1cc(-c2ccc(C=C3C(=O)N(C)C(=O)N(C)C3=O)o2)c([N+](=O)[O-])cc1C	1.1	3
COc1ccc(C2CC(C(F)(F)F)n3nc(C(=O)Nc4cccc(O)c4)c(Cl)c3N2)cc1OC (stereo not drawn)	1.1	-11
CCC(NC(C)=O)c1ccc(Br)cc1 (stereo not drawn)	0.98	3
CC(C)(CNC(c1ccccc1)c1ccccc1)NS(=O)(=O)c1ccc(Cl)cc1	0.94	2
CC1=C(C#N)C(c2cccc(F)c2)C2=C(CCCC2=O)N1 (stereo not drawn)	1.1	4
O=C(NCCNc1ccccc1[N+](=O)[O-])c1ccc(Br)cc1	0.92	8
O=C(CSc1ncn[nH]1)NCCOc1ccccc1	0.95	1
O=C1NN(c2ccccc2)C(=O)/C1=C/c1cccc2ccccc12	1	19
COc1ccc(Cl)cc1NC(=O)c1nn2c(c1Cl)NC(c1cccs1)CC2C(F)(F)F (stereo not drawn)	1.1	5
COc1cc(C(=S)N2CCOCC2)cc(OC)c1OC(=O)c1cccc([N+](=O)[O-])c1	1	8
Cc1ccc(NC(=O)CSc2cc(Cl)ccc2Cl)cc1	1	7
O=C(O)c1ccc(/C=c2\sc3n(c2=O)CCN=3)cc1	1.1	31
O=C(O)/C=C\C(=O)Nc1cccc(O)c1	0.97	0
CC(=O)Nc1ccc(S(=O)(=O)N2CCN(c3ccc([N+](=O)[O-])cc3)CC2)cc1	1.1	14
CCOC(=O)c1cccc(NC(=O)/C=C/c2ccccc2)c1	0.94	15

Molecules from the list above containing an aryl thioether with sulfur outside any ring, in the order listed:
SMILES	Cy5 interf NS3h	HCV NS3h FP
COc1ccc(NC(=O)CSc2nc3ccccc3[nH]2)c(OC)c1	0.71*	10
O=C(CSc1ncn[nH]1)NCCOc1ccccc1	0.95	1
Cc1ccc(NC(=O)CSc2cc(Cl)ccc2Cl)cc1	1	7

Next section:
SMILES	Cy5 interf NS3h	HCV NS3h FP
Cc1ccc(C)c(NC(=O)CC(C)c2ccccc2)c1 (stereo not drawn)	0.84	2
COc1ccccc1-c1c(C(F)(F)F)oc2cc(OCc3cccc(Cl)c3)ccc2c1=O	1.1	6
CC(=O)c1ccc(NC(=O)c2c(Cl)cccc2Cl)cc1	1	-11
O=C(c1ccccc1F)N1CCN(c2ccc([N+](=O)[O-])c(NCc3ccccc3)c2)CC1	1	11
Cc1ccc(CNC(=O)C(=O)Nc2ccc(C)c(C)c2)cc1	1	11
O=C1/C(=C/c2cccc(O)c2)SC(=S)N1c1cccc(Br)c1	0.92	5
COc1cc([N+](=O)[O-])ccc1NC(=O)COc1ccc(C)cc1C	0.94	0
O=C(Nc1nccs1)c1ccc(Oc2ccc(C(=O)Nc3nccs3)cc2)cc1	1.1	-1
CCOC(=O)c1c(C)[nH]c(/C=N\O)c1O	1	-8
O=C(O)CCC(=O)Nc1ccccc1-c1ccccc1	1.1	-3
O=c1/c(=C\c2ccc(-c3cccc(Br)c3)o2)sc2nc3ccccc3n12	1.1	1
Cc1ccc(C(=O)Nc2nc3ccccc3n2Cc2ccccc2Cl)cc1	1	2
Cc1cc(F)ccc1NC(=O)c1ccccc1	1	0
COc1ccc(N(CC(=O)N2CCOCC2)S(=O)(=O)c2ccc(C)cc2)cc1OC	1	13
O=C1/C(=C\Nc2ccccc2O)CCc2ccccc21	0.97	25
Cc1ccc(C2C(C(=O)/C=C/c3ccccc3)=C(O)C(=O)N2CCCCCC(=O)O)cc1 (stereo not drawn)	0.98	0
NS(=O)(=O)c1ccc(N=C2NC(=O)CS2)cc1	1.1	7
O=C1S/C(=C\c2ccc(Br)c([N+](=O)[O-])c2)C(=O)N1c1ccccc1	1.1	34
O=C(NCCSCc1ccccc1Cl)C(c1ccccc1)c1ccccc1	1	24
O=C(OCc1ccccc1)Sc1nnc(-c2ccc(Br)cc2)o1	0.78*	14
CN1C(=O)/C(=C\c2ccccc2OCCOc2ccc(Br)cc2)SC1=S	1.1	-1
Cc1ccc(N(CC(=O)Nc2ccc(Br)cc2)S(C)(=O)=O)cc1Cl	1.1	21
N#C/C(=C\c1cn(Cc2ccc(F)cc2)c2ccccc12)C(=O)Nc1ccccc1	1	14
CC(=O)Nc1cccc(Oc2ccc3c(c2)C(=O)N(c2ccccc2)C3=O)c1	0.99	8
COc1ccc(/C=C/C(=O)c2cccc([N+](=O)[O-])c2)cc1	1.1	4
S=C(Nc1ccccc1)Nc1ccccc1NC(=S)Nc1ccccc1	1	7
O=C(c1ccc(Cl)cc1)N1N=C(c2ccc([N+](=O)[O-])cc2)CC1(O)C(F)(F)F (stereo not drawn)	0.93	6
COc1ccccc1CNC(=O)c1ccc(OC)c([N+](=O)[O-])c1	0.85	-8
O=C(NCCc1ccccc1F)C(=O)Nc1nccs1	1	2
COC(=O)c1ccccc1N(Cc1ccccc1)S(=O)(=O)c1ccccc1	1	17

Pulled by compound from above (4):
SMILES	Cy5 interf NS3h	HCV NS3h FP
CC(C)(CNC(c1ccccc1)c1ccccc1)NS(=O)(=O)c1ccc(Cl)cc1	0.94	2
CCOc1ccc(C(=O)Nc2cc(-c3nc4ccccc4o3)ccc2C)cc1[N+](=O)[O-]	0.94	2
CC1=C(C#N)C(c2cccc(F)c2)C2=C(CCCC2=O)N1 (stereo not drawn)	1.1	4
COC(=O)c1ccccc1N(Cc1ccccc1)S(=O)(=O)c1ccccc1	1	17

Next part:
SMILES	Cy5 interf NS3h	HCV NS3h FP
CCC(C)c1ccc(NC(=O)c2ccc3c(c2)OCCO3)c(O)c1 (stereo not drawn)	0.96	9
O=C(/C=C(\Cl)c1ccc([N+](=O)[O-])cc1)c1ccccc1	0.91	-8
O=C(CCN1C(=O)/C(=C/c2ccc(F)cc2)SC1=S)Nc1cc([N+](=O)[O-])ccc1O	0.94	-3
CN1C(=O)C2(NN=C(c3cccc4ccccc34)S2)c2ccccc21 (stereo not drawn)	0.98	13
COc1ccc(CNC(=O)c2c(-c3c(Cl)cccc3Cl)noc2C)cc1	1	14
COc1ccc(OC)c(N(CC(=O)Nc2cccc(Cl)c2)S(C)(=O)=O)c1	1	-5
O=C(c1cnn2c(-c3ccccc3)cc(-c3ccccc3)nc12)N1CCSCC1	1.1	4
Cc1nc2c(sc3nc(C)c(C)c(C)c32)c(=O)o1	0.97	13
CCCOC(=O)NC(c1ccccc1)C(Cl)(Cl)Cl (stereo not drawn)	1.1	10
COc1ccccc1N1CCN(C(=O)CN(c2ccc(C)cc2C)S(=O)(=O)c2ccccc2)CC1	1	10
COC(=O)CN(c1cc(C)ccc1OC)S(=O)(=O)c1ccccc1	1.1	12
CCCCOc1cccc(C(=O)Nc2cccc(-c3nc4ncccc4o3)c2)c1	1.1	0
CCCC(C)NC(=O)c1ccc([N+](=O)[O-])cc1 (stereo not drawn)	1	3
CCOC(=O)COc1cc(C)c(Cl)cc1[N+](=O)[O-]	0.99	7
COc1ccc(/C=C/C(=O)NC(=S)Nc2ccc(I)cc2)cc1	0.93	6
COc1cc(NC(=O)c2ccco2)cc(OC)c1	1	-2
O=C(Nc1ccccc1C(=O)Nc1ccc(Cl)cc1)c1ccc([N+](=O)[O-])cc1	0.96	2
CCOC(=O)C(=CNc1cccc(C(=O)O)c1)C(=O)OCC	1.1	-4
Cc1nc2ccccc2n1Cc1ccccc1Br	1	0
O=[N+]([O-])c1cn(Cc2ccc(F)cc2)cn1	0.93	4
O=C(CC1(c2ccccc2)C(=O)c2ccccc2C1=O)NC1CCCCC1	1	-12
O=[N+]([O-])c1ccc(-c2nnc(-c3ccccc3)c(-c3ccccc3)n2)cc1	0.96	5
COCCNS(=O)(=O)c1ccc(Cl)cc1	1.1	5
COc1cc(-c2noc(-c3ccc(Cl)cc3)n2)cc(OC)c1OC	1.1	3
Cc1ccc(Cl)cc1NC(=O)c1cncc(Br)c1	0.98	5
Cc1cc(N2CCOCC2)nc(N2CCOCC2)n1	1	-1
Cc1ccc(NC(=O)CSc2ccccn2)cc1	0.94	-9
Cc1cccc(C)c1OCC(=O)Nc1ccccc1O	1.1	11
CCCCNC(=O)C(=O)NCCCO	0.99	4
